# PMI inhibitors: inhibitors of human PMI, primary screen, biochemical, fluorescence intensity, coupled assay (AID 1209) | actives 0.42% (n = 190,000) | purified PMI enzyme, coupled fluorescence intensity; higher % means a stronger effect | one-dose inhibition, % at 20 µM; IC50 in µM for titrated hits | Mannose-6-phosphate isomerase (Homo sapiens);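 also: plate controls were DMSO vehicle for no effect and wells lacking substrate for full effect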
# PMI inhibition: human PMI inhibitors, high substrate, primary screen, biochemical, fluorescence intensity, high mannose 6-phosphate (AID 1220). actives 0.66% (n = 190,000). one-dose inhibition, % at 20 µM; IC50 in µM for titrated hits. recombinant PMI enzyme, coupled fluorescence intensity; higher % means a stronger effect
# RSV antiviral HEp-2: RSV antiviral activity via CPE protection, HEp-2 cells, primary 10 µM value included (AID 2391); HEp-2 cells, RSV-induced CPE inhibition; higher % means a stronger effect; CPE inhibition, % at 10 µM, or IC50 in µM where a hit was titrated; actives 0.13% (n = 310,000); in the data active = a potency from the dose series; also: strong numbers were not always called active
# SIAH1 antagonists: Siah-1 peptide-binding antagonists, primary screen, biochemical, fluorescence polarization, rhodamine-plectin, uHTS (AID 1817) | Siah-1 / rhodamine-plectin peptide fluorescence polarization; higher % means a stronger effect | one-dose displacement, % at 20 µM; IC50 in µM for titrated hits | E3 ubiquitin-protein ligase SIAH1 (Homo sapiens) | actives 0.02% (n = 290,000);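 active = displacement of at least 50% at 20 µM, with a fluorescence ratio check between 0.3 and a set limit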;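 also: plate controls were Siah plus tracer with DMSO for no effect and tracer alone without Siah for full effect; strong numbers were not always called active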
# Salmonella PhoP GFP: inhibitors of PhoP regulon expression, primary screen, Salmonella Typhimurium, GFP reporter (AID 1863). S. Typhimurium PhoP-regulated promoter GFP reporter, 4 h; higher % means a stronger effect. one-dose inhibition, % at 50 µM; IC50 in µM for titrated hits. actives 0.16% (n = 300,000);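 active = inhibition over 29.93%, a cutoff 3 SD above the screen mean, later confirmed by dose response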;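 also: 0% = low Mg2+ inducing control and 100% = high Mg2+ repressing control; strong numbers were not always called active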
# TNAP activators: human TNAP enzyme activators, primary screen, biochemical, luminescent, no phosphate acceptor, uHTS (AID 1001); Alkaline phosphatase, tissue-nonspecific isozyme (Homo sapiens); purified TNAP, luminescent activation assay, no phosphate acceptor; higher activation fold means a stronger effect; activation fold at 20 µM, or EC50 in µM where a hit was titrated; actives 0.03% (n = 200,000); in the data active = activation fold from about 3, or a potency from the dose series; inactive = the rest, 99 in 100 with activation fold below about 1.6; also: many of its hits are not listed in these tables
# WT yeast gro inh: growth inhibition of WT strain, primary screen, mitochondrial fusion inhibitor project, WT and mutant strains, chemical genetic; mitochondrial fusion phenotypic screen; inhibition, % at 10 µM; actives 2.1% (n = 190,000); in the data active = inhibition above about 58%; tested in S. cerevisiae
# XIAP antagonists: XIAP antagonists, biochemical, IAP family, fluorescence polarization (AID 1018); E3 ubiquitin-protein ligase XIAP (Homo sapiens); XIAP BIR domain, fluorescence polarization peptide displacement; higher % means a stronger effect; displacement, % at 20 µM, or IC50 in µM where a hit was titrated; actives 0.007% (n = 200,000); in the data active = displacement above about 50%; also: a part of the inactive calls stands beside numbers as strong as those of hits
# Myeloid diff 2: induction of myeloid progenitor differentiation, primary screen, cell-based, flow cytometry, MLPCN library. ER-HoxA9 myeloid progenitors, lysozyme-GFP differentiation. calls only at 10 µM. actives 1% (n = 360,000);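 active = normalized GFP-positive differentiation at or above the plate's own cutoff, the solvent-only control mean plus 3 SD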;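 also: cells exposed to compound for four days before flow analysis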
# WT yeast gro inh mutant strain: second read-out of WT yeast gro inh, no call of its own (marks repeat the call); inhibition, %; mitochondrial fusion phenotypic screen, mutant strain inhibition
# Myeloid diff 2 GFP+ MAC1+ %: further read-out of Myeloid diff 2, marked with its call; GFP+ MAC1+ double positive, %; measured here: differentiation confirmed by MAC1 staining
# * = called active by the depositor; i = inactive; . = not tested or not shown; + = active, no number; & = joins results of further samples; ! = not confirmed by another sample. Rule as the data show it, unless noted: active = inhibition above about 50%; inactive = the rest. Not all compounds are listed; count on the stated rates, not on these rows.
SMILES,PMI inhibitors,PMI inhibition,RSV antiviral HEp-2,SIAH1 antagonists,Salmonella PhoP GFP,TNAP activators,WT yeast gro inh,WT yeast gro inh mutant strain,XIAP antagonists,Myeloid diff 2,Myeloid diff 2 GFP+ MAC1+ %
Nc1ncnc2nc[nH]c12,.,.,-0.1%&-0.3%,3%,-2%&1%&-6%,.,.,.,.,i,1.9&1.8&0.6
CC12CCC(=O)C=C1CCC1C2CCC2(C)C1CC[C@]2(O)C(=O)CO (some centres not stated),.,.,2.6%,-2%,4%,.,.,.,.,i,0.6
COc1ccc2nc(NC(=O)Nc3ccccc3)sc2c1,9%,16%,18%,6%,0%&0%,1.1,7,-14,-9.5%,i,1.4
CNc1c2c(nn1C)CCCC2,13%,30%,1.3%,-9%&2%,-4%,1.1,-6,-10,-2.3%,+!,0.4*!
Cn1c(=O)c2c(ncn2CCO)n(C)c1=O,9%,8%,-0.1%,-4%,-2%,1.1,4,6,-6.2%,i,1.9
O=C(Nc1ccc(C(=O)O)c(O)c1)c1ccccc1,.,.,2.1%,6%,4%,.,.,.,.,i,0.3
COc1cc([C@H]2Oc3cc([C@H]4Oc5cc(O)cc(O)c5C(=O)[C@@H]4O)ccc3O[C@@H]2CO)ccc1O,.,.,-2.1%,5%,-5%,.,.,.,.,i,2.5
CN(C)CCOc1ccccc1Cc1ccccc1,-9%,-15%,-1.3%,4%,7%&-6%,1.1,7,-12,-0.9%,i,3.0
Cc1cccc(C)c1NC(=O)C1CCCCN1C (configuration not stated),-31%,-32%,-0.8%,-6%,-1%,1.1,16,-3,-3.1%,i,5.1
Cc1[nH]c2ccccc2c1/C=N/NC(N)=S,.,.,4.0%,23%,1%,.,.,.,.,i,0.6
CCCCC1C(=O)N(c2ccccc2)N(c2ccccc2)C1=O,5%,11%,-2.0%,-11%,5%&-6%,1.1,-1,-15,-6.8%,i,2.2
C/C=C(/C)C(=O)OC1c2c(ccc3ccc(=O)oc23)OC(C)(C)C1OC(=O)/C(C)=C\C (configuration not stated),19%,16%,.,7%,-1%,1.1,36,-7,-0.9%,i,3.2

# Single records, from the list above.
# Cn1c(=O)c2c(ncn2CCO)n(C)c1=O as listed: PMI inhibitors: 9%; PMI inhibition: 8%; RSV antiviral HEp-2: -0.1%; SIAH1 antagonists: -4%; Salmonella PhoP GFP: -2%; TNAP activators: 1.1; WT yeast gro inh: 4; WT yeast gro inh mutant strain: 6; XIAP antagonists: -6.2%; Myeloid diff 2: i; Myeloid diff 2 GFP+ MAC1+ %: 1.9
# Nc1ncnc2nc[nH]c12 as listed: PMI inhibitors: .; PMI inhibition: .; RSV antiviral HEp-2: -0.1%&-0.3%; SIAH1 antagonists: 3%; Salmonella PhoP GFP: -2%&1%&-6%; TNAP activators: .; WT yeast gro inh: .; WT yeast gro inh mutant strain: .; XIAP antagonists: .; Myeloid diff 2: i; Myeloid diff 2 GFP+ MAC1+ %: 1.9&1.8&0.6
# COc1cc([C@H]2Oc3cc([C@H]4Oc5cc(O)cc(O)c5C(=O)[C@@H]4O)ccc3O[C@@H]2CO)ccc1O as listed: PMI inhibitors: .; PMI inhibition: .; RSV antiviral HEp-2: -2.1%; SIAH1 antagonists: 5%; Salmonella PhoP GFP: -5%; TNAP activators: .; WT yeast gro inh: .; WT yeast gro inh mutant strain: .; XIAP antagonists: .; Myeloid diff 2: i; Myeloid diff 2 GFP+ MAC1+ %: 2.5
